From PubChem
A549 tox: Nrf2 qHTS screen for inhibitors: counterscreen for cytotoxicity. A549 ARE-Fluc cells, CellTiter-Fluor viability, 18-24 h. Potency, µM (titrated, usually from 46 µM), for the others: top-dose activity change, negative = cytotoxicity, usual class: inhibitors. 0.16% of 390,000 active; note: potency is the fitted concentration of half-maximal effect; % is set by controls: 0 for no effect and ±100 for the full control effect
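A549 ARE_Fluc cells in 5% FBS OPTI-MEM were exposed to compounds in concentration-response for 18-24 h at 37 deg C. Viability was read by CellTiter-Fluor fluorescence (Ex 405/Em 525) after 30 min, before the luciferase read.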
HepG2 viability: qHTS for Inhibitors of TGF-b: Cytotox Counterscreen; HepG2 CAGA-GFP viability, ATP luminescence, 18 h; Potency, µM (series often up to 46.1 µM), without a hit: top-dose activity change, negative = cytotoxicity, most hits filed as cytotoxic; 0.76% of 410,000 active; note: potency is the fitted concentration of half-maximal effect; some results filed as inactive show a strong effect at the top dose
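CellTiter-Glo luminescence gave cytotoxicity after 18 hours at 37 degrees C. The cells were HepG2 CAGA-GFP in 1% FBS DMEM, stimulated with 500 pg/mL TGF-beta after compound addition. %Activity was normalised to no-cell wells (complete cell-killing) and DMSO (no toxicity), and curves were fitted and classified.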
Akt phos inh: HTS Assay for Inhibitors of Akt Phophorylation: Primary Screen | Neuro2A IGF-stimulated pAkt S473 HTRF, 20 min; hits give low values | activity change, % for hits at 50 µM | 0.32% of 360,000 active | AID 651550, 2012; in the data active = activity change below about -80%; inconclusive = mostly about -51% to -80%; note: % is set by controls: 0 for no effect and ±100 for the full control effect
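Neuro2A cells (4,500/well, DMEM with 0.5% FBS) were treated with compound at a single 50 µM final concentration, stimulated with 6 nM IGF for 20 min at 37 °C, and lysed. Phospho-Akt Ser473 was read by HTRF as 665/615 ratio ×10^4.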
Abeta rescue: qHTS for compounds that reverse cellular toxicity of Amyloid beta (A-beta) peptide in yeast: Primary Screen | yeast expressing A-beta42, growth rescue, OD600, 48 h; response scale: 0% DMSO, 100% iron-clioquinol control | Potency, µM (doses to about 46.1 µM), for inactives: at the top dose growth rescue, actives largely listed as activators | 0.063% of 410,000 active; note: potency is the fitted concentration of half-maximal effect; nearly all actives have a fitted effect of over 55% in size
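Yeast growth medium received pinned compounds, then yeast cells expressing toxic A-beta were added; plates incubated at 30 C for 48 hr. Growth read as absorbance at 600 nm, normalized to DMSO and equimolar FeCl3 plus clioquinol controls.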
CCT modulator: High-Throughput Screening for Modulators of Cytosolic Chaperonin Activity; activity change, % (concentration not given with the values), hits read low; 0.3% of 360,000 active; purified chaperonin ATPase assay, HTRF ADP detection, 30 min; in the data active = activity change below about -30%; note: % is set by controls: 0 for no effect and ±100 for the full control effect
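Nucleotide hydrolysis assay: TRiC at 20–40 nM final (set by batch activity) with 10 uM ATP, 30 min at 37 °C, in presence of 76 uM compound. Detection by competitive ADP HTRF, 30 min ambient.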
MmCpn inh: Inhibitors of TCP-1 ring complex (TRiC) of Methanococcus maripaludis (MmCpn): qHTS | purified Mm-Cpn ATPase, ADP Transcreener TR-FRET | Potency, µM (titrated, usually from 76.9 µM), for the others: at the top dose activity, negative = inhibition, most hits filed as inhibitors | 0.031% of 330,000 active | Chaperonin Mm-Cpn (Methanococcus maripaludis) | AID 504842, 2011; note: potency is the fitted concentration of half-maximal effect; % is set by controls: 0 for no effect and ±100 for the full control effect; nearly all actives have a fitted effect of over 80% in size
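Eu-cryptate anti-ADP/ADP-d2 competition gives a ratio inversely related to ADP. Enzyme at 25 nM was pre-exposed to compound for 10 min, then given 10 uM ATP for 30 min, 37°C throughout.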
Nrf2 ARE act: qHTS of Nrf2 Activators; AID 624171, 2012; AREc32 ARE-luciferase reporter (MCF7-derived line), luminescence, 24 h; Potency, µM (doses to about 46.1 µM), without a hit: at the highest dose activation, actives largely listed as activators; 0.31% of 410,000 active; note: potency is the fitted concentration of half-maximal effect; % of control where 0% means no effect; nearly all actives have a fitted effect of over 65% in size
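Nrf2 activation is followed as ARE-luciferase induction in the AREc32 line after one day of compound treatment; luminescence is read with Steady-Glo.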
TGFb SMAD3 inh: qHTS for Inhibitors of TGF-b | HepG2 CAGA-GFP TGF-b/SMAD3 reporter, GFP fluorescence, 18 h; TGF-beta stimulated, 500 pg/mL final | Potency, µM (top dose mostly 46.1 µM), inactives show at the highest dose activity, negative = inhibition, most hits filed as inhibitors | 1.2% of 410,000 active | AID 588855, 2011; note: potency is the fitted concentration of half-maximal effect; % is set by controls: 0 for no effect and ±100 for the full control effect; nearly all actives have a fitted effect of over 65% in size
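HEPG2 CAGA-GFP reporter cells (1000/well, DMEM with 1% FBS) received compounds, then recombinant TGF-beta at 500 pg/mL final for 18 hours at 37 degrees C. Per-cell GFP summed per well was normalised to unstimulated and stimulated DMSO controls before curve fitting.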
Nrf2 inh: Nrf2 qHTS screen for inhibitors. A549 ARE-Fluc reporter, luciferase luminescence, 18-24 h. Potency, µM (top dose mostly 46 µM), inactives show at the highest dose activity change, negative = inhibition, actives largely listed as inhibitors. 2.1% of 360,000 active. AID 504444, 2011; note: potency is the fitted concentration of half-maximal effect; % is set by controls: 0 for no effect and ±100 for the full control effect; nearly all actives have a fitted effect of over 60% in size
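Concentration-response testing used A549 ARE_Fluc cells at 5000 cells/well. Following an 18-24 h compound incubation, viability was read by fluorescence (Ex 405/Em 525) and luciferase output by luminescence.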
* marks the source's active call; other numbers are inactive results; i = inactive; ? = inconclusive; . = no result given; & = joins results of further samples; [ ] = remark or other dose. Unless noted, calls come from the whole dose curve; as a rule, active = well fitted curve in the direction sought with a large enough effect; inconclusive = small, poorly fitted or top-dose-only effect, or another doubt; inactive = no such curve, though single readings can be large; an effect the other way counts as inactive or inconclusive. Rows were taken by chance (roughly 4.3% active in at least one column).

canonical_smiles	TGFb SMAD3 inh	Akt phos inh	MmCpn inh	HepG2 viability	Abeta rescue	Nrf2 inh	CCT modulator	Nrf2 ARE act	A549 tox
Cc1ccc(S(=O)(=O)NCC(c2cccnc2)N2CCN(Cc3ccccc3)CC2)cc1 (centres undefined)	-15%	i	-3%	1%	16%	0%	1.0	-0.5%	-3%
COc1ccc(C2=NOC3(CC(=O)N(c4ccc(C)cc4)C3=O)C2)cc1 (centres undefined)	11%	i	-1%	11%	4%	19%	0.1	-1.0%	7%
CCN(CC)S(=O)(=O)c1ccc(C(=O)NCc2n[nH]c(=S)n2-c2ccc(Cl)c(Cl)c2)cc1	-1%	i	?	19%	8%	10%	-2.0	-0.1%	1%
COc1cccc(C(=O)Nc2ccc3nc4n(c(=O)c3c2)CCCC4)c1	3%	i	2%	1%	-8%	-22%	0.9	1.4%	-6%
CCOc1ccc(OCC)c(S(=O)(=O)N2CCCCC2)c1	13%	i	-1%	-12%	6%	16%	-2.4	-0.7%	2%
Oc1cccc(NC(=S)Nc2cccnc2)c1	-10%	i	?	-20%	11%	0%	0.6	2.9%	3%
Nc1c(-c2nc(-c3ccccc3Cl)no2)nnn1-c1ccccc1C(F)(F)F	-10%	.	.	-1%	-8%	?	.	2.8%	2%
CS(=O)(=O)Nc1ccc(S(=O)(=O)NC2CCCCC2)cc1	6%	i	-1%	3%	-3%	-17%	1.1	-0.7%[9.22 µM]	-6%
COc1ccc(-c2cn(-c3ccc(C)cc3C)c(=S)[nH]2)cc1OC	0%	i	-3%	0%	22%	?	-1.8	-0.7%	0%
C=CCOc1c(Br)cc(CNc2ccc(NC(=O)C(C)C)c(OC)c2)cc1OCC	-9%	i	-1%	2%	-2%	-22%	-1.6	2.1%	1%
CCCSc1nc2cc(OC)c(OC)cc2c(=N)n1CCCN1CCOCC1	15%	i	2%	2%	4%	4%	0.7	0.5%	3%
COc1ccc(NC(=O)CC2C(=O)N(c3cccc(C)c3)C(=O)N2C2CCCCC2)cc1 (centres undefined)	1%&-7%	i	0%	-7%&-30%	-2%&7%	-17%&7%	-0.1	-0.7%&-0.5%	-8%&2%
CCOC(=O)C1CCN(C(c2cc3ccc(C)c(C)c3[nH]c2=O)c2nnnn2C2CCCCC2)CC1 (centres undefined)	-12%	i	-13%	6%	2%	8%	1.5	2.6%	-13%
O=S1(=O)N[C@@H](Cc2ccccc2)COc2cccc(N3CCN(Cc4ccccc4F)CC3)c21	.	i	.	.	-6%	.	1.1	0.0%	.
Cc1c(NC(=O)c2noc(C(C)C)c2[N+](=O)[O-])c(=O)n(-c2ccccc2)n1C	-19%	i	3%	-26%	3%	4%	-1.6	-0.3%	-4%
COc1cc(OC)c(NC(=O)c2cc(CN3CCOCC3)on2)cc1Cl	-22%	.	.	-3%	5%	5%	.	4.3%	-7%
CC(SCc1cn2cc(Cl)ccc2n1)C(=O)O (centres undefined)	8%	i	-4%	4%	-10%	-2%	-7.8	0.1%	-1%
OC[C@@H]1CN(Cc2ccco2)C[C@H](n2cnc3c(N4CCN(c5ccccc5)CC4)ncnc32)O1	-1%	i	.	-5%	4%	.	-2.1	-0.6%[9.22 µM]	.
COc1ccccc1C(c1nnnn1C(C)(C)C)N1CCN(Cc2ccccc2)CC1 (centres undefined)	-2%	i	0%	-24%	-4%	2%	0.2	0.1%	1%
CCOC(=O)[C@]12Cc3c(cc(OC)c(OC)c3OC)[C@H]1N(Cc1ccccc1)C(=O)c1cc(F)c(F)cc12	.	i	.	.	-18%	.	-8.0	-1.5%	.
CCc1noc(C)c1C(=O)OCC(=O)NCc1ccccc1	-5%	i	-1%	-4%	-4%	1%	1.1	-0.5%	?
CCOC1=C2[C@H]([C@H]3C(=O)N(c4ccccc4)C(=O)[C@H]3C1)[C@@H](C(C)C)N(S(=O)(=O)c1ccc(C)cc1)[C@H]2c1ccccc1	0%	i	.	3%	-4%	.	-0.1	-0.8%	.
CCc1ccc(N2CC(C(=O)Nc3ccc(S(=O)(=O)N4CCCCC4)cc3)CC2=O)cc1 (centres undefined)	-19%	i	1%	-38%	-11%	?	-1.4	-0.6%	-8%
O=C(Cc1ccccc1)NN1C(=O)/C(=C/c2ccccc2C(=O)O)SC1=S	2%	i	-8%	2%	-2%	-12%	-1.9	0.2%	-2%
CC(=O)N/C(=N/c1nc(C)cc(C)n1)Nc1ccc(NC(C)=O)cc1	31%	i	-1%	-22%	0%	-17%	-0.3	-0.5%	-2%
N#Cc1ccc(C(=O)N(Cc2ccco2)c2c(N)n(Cc3ccccc3)c(=O)[nH]c2=O)cc1	15%	i	-3%	0%	-13%	-2%	-3.1	2.4%	0%
COCCSc1nnc(NC(=O)CSc2ccccc2)s1	-8%	i	2%	-18%	-6%	-5%	-1.0	-0.3%	15%
C[C@@H](NCCc1ccc(O)cc1)[C@@H](O)c1ccc(O)cc1	1%	i	.	-3%	-11%	13%	-1.6	0.2%	1%
CCCNc1c(F)c(F)c2c(C)c3ccccc3nc2c1F	54%[activator]	i	1%	-2%	-1%	25%	2.0	8.3%	-7%
COc1cc(OC)cc(C(=O)NCCSC2CCCCC2)c1	0%	i	0%	2%	4%	5%	-0.6	0.8%	-1%

Three structures out of the list, ordered by length of the SMILES, largest number first.
canonical_smiles	TGFb SMAD3 inh	Akt phos inh	MmCpn inh	HepG2 viability	Abeta rescue	Nrf2 inh	CCT modulator	Nrf2 ARE act	A549 tox
CCOC(=O)[C@]12Cc3c(cc(OC)c(OC)c3OC)[C@H]1N(Cc1ccccc1)C(=O)c1cc(F)c(F)cc12	.	i	.	.	-18%	.	-8.0	-1.5%	.
C[C@@H](NCCc1ccc(O)cc1)[C@@H](O)c1ccc(O)cc1	1%	i	.	-3%	-11%	13%	-1.6	0.2%	1%
CC(SCc1cn2cc(Cl)ccc2n1)C(=O)O (centres undefined)	8%	i	-4%	4%	-10%	-2%	-7.8	0.1%	-1%

Molecules listed so far that have a COOH group, in the order listed:
canonical_smiles	TGFb SMAD3 inh	Akt phos inh	MmCpn inh	HepG2 viability	Abeta rescue	Nrf2 inh	CCT modulator	Nrf2 ARE act	A549 tox
CC(SCc1cn2cc(Cl)ccc2n1)C(=O)O (centres undefined)	8%	i	-4%	4%	-10%	-2%	-7.8	0.1%	-1%
O=C(Cc1ccccc1)NN1C(=O)/C(=C/c2ccccc2C(=O)O)SC1=S	2%	i	-8%	2%	-2%	-12%	-1.9	0.2%	-2%

Continuation:
canonical_smiles	TGFb SMAD3 inh	Akt phos inh	MmCpn inh	HepG2 viability	Abeta rescue	Nrf2 inh	CCT modulator	Nrf2 ARE act	A549 tox
CC1OC2(OC1C)C(=O)Nc1ccccc12 (centres undefined)	5%	i	1%	-12%	21%	-5%	-3.3	-0.1%	0%
CS(=O)(=O)N(CC(=O)N1CCN(c2ccccc2F)CC1)c1ccc2c(c1)OCCO2	-10%	i	1%	11%	2%	7%	1.2	-0.7%	-3%
NC(=O)c1ccc2c(c1)S(=O)(=O)c1ccccc1C2=O	-11%	i	-9%	-15%	-4%	?	-2.3	-0.1%	1%
Cc1ccc(Nc2ncnc3c2cnn3-c2ccccc2)c(C)c1	0%	.	.	-23%	-6%	.	.	-0.2%	-1%
O=C1CS(=O)(=O)C2(C(=O)N(Cc3ccccc3)c3ccccc32)N1c1ccccc1 (centres undefined)	25%	.	.	0%	1%	18%	.	-0.7%	15%
CCOc1cc(C(=O)NCCc2csc3nc(-c4ccc(C)cc4)nn23)cc(OCC)c1OCC	3%	.	.	7%	-11%	-14%	.	3.3%	-9%
CC1(C)CC(CC(=O)O)CC(C)(C)N1	7%	i	3%	5%	20%	0%	-1.6	-0.2%	-5%
Cc1ccsc1C(=O)Nc1ccc(S(=O)(=O)N2CCOCC2)cc1	-2%	i	-7%	1%	6%	3%	-2.7	0.4%	-3%
COc1ccc(CNC(=O)[C@@H](C)NC(=O)C2CCN(C(=O)[C@@H](N)CCSC)CC2)cc1	7%	i	-1%	-16%	-13%	3%	-0.6	-0.2%	-14%
CCOc1ccc(OCC)c(S(=O)(=O)NCCOC23CC4CC(CC(C4)C2)C3)c1	?	i	3%	0%	-1%	?	-0.6	0.4%	0%
CCCc1nc(NCc2ccccn2)c2nnn(Cc3ccccc3F)c2n1	2%	i	1%	7%	6%	?	-2.2	0.5%	1%
COc1cc(NC(=O)CN2C(=O)NC(C)(c3ccc4ccccc4c3)C2=O)c(C)cc1[N+](=O)[O-] (centres undefined)	-30%	i	2%	-6%	17%	?	-0.2	3.0%	1%
CCCC[C@H](CN(N=O)[C@@H](Cc1ccccc1)CN(C)N=O)N(CCc1ccccc1)N=O	-25%	i	.	-6%	6%	-11%	-1.4	0.3%	-1%
Cn1nc(C(F)(F)F)c(C(=O)Nc2ccc(Cl)cc2)c1Cl	-4%	i	3%	-16%	7%	?	0.8	0.3%	0%

Molecules above that have a nitro group on carbon, in the order listed:
canonical_smiles	TGFb SMAD3 inh	Akt phos inh	MmCpn inh	HepG2 viability	Abeta rescue	Nrf2 inh	CCT modulator	Nrf2 ARE act	A549 tox
Cc1c(NC(=O)c2noc(C(C)C)c2[N+](=O)[O-])c(=O)n(-c2ccccc2)n1C	-19%	i	3%	-26%	3%	4%	-1.6	-0.3%	-4%
COc1cc(NC(=O)CN2C(=O)NC(C)(c3ccc4ccccc4c3)C2=O)c(C)cc1[N+](=O)[O-] (centres undefined)	-30%	i	2%	-6%	17%	?	-0.2	3.0%	1%
